High-throughput results from PubChem BioAssay.
OX1R antag-1 = blocks the human orexin 1 receptor | CHO/OX1R cells, Fluo-8 calcium fluorescence, orexin A | inhibition, % at 5 µM | 0.43% of 330,000 active | AID 434989;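 active means inhibition above its plate's threshold, mean inhibition of all tested compounds on the plate plus 3 SD, cut at about 37% in these data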;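 further: 0% = orexin A challenge wells and 100% = SB-334867-A antagonist wells; not every result past the cut was called active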
Target sequence (O43613 whole entry, looked up): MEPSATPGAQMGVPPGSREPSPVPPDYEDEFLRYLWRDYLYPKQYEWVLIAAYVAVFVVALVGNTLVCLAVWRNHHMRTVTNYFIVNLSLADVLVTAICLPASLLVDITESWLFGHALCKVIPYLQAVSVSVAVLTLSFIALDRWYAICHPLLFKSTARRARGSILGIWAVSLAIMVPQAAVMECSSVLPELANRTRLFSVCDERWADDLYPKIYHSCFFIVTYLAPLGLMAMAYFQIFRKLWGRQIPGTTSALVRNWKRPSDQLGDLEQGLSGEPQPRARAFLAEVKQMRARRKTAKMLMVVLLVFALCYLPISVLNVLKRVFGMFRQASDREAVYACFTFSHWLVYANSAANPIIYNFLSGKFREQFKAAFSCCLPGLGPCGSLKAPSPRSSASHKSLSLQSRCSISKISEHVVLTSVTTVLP
STK33 kinase inh = human STK33 kinase inhibition; Q9BYT3; purified STK33, MBP phosphorylation, ADP-Glo luminescence; inhibition, % at 10 µM; 0.073% of 320,000 active; AID 2661;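 active means inhibition at or above 25%, using the most active replicate where run in duplicate; inactive means inhibition below 25%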
Target sequence (Q9BYT3 whole entry, looked up): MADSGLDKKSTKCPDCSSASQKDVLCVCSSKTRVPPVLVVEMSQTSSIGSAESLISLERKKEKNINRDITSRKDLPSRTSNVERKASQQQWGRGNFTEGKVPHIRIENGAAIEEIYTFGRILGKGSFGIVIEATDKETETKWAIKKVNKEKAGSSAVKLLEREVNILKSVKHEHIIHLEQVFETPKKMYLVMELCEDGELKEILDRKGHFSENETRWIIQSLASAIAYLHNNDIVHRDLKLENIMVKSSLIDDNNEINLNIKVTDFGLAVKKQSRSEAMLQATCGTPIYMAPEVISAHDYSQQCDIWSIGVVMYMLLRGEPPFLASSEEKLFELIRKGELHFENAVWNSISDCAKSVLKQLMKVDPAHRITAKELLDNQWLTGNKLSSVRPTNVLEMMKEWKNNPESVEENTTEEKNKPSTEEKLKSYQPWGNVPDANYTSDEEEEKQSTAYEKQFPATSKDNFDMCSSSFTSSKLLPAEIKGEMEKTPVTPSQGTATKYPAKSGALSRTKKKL
OX1R antag-2 = antagonists of human orexin 1 receptor (OX1R) | OX1R-expressing cells, FRET antagonist read-out | inhibition, % at 6.6 µM | 1.8% of 330,000 active | AID 485270; in the data active means inhibition mostly above about 38%, no sharp cut-off; inactive means mostly below about 40%;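 further: 0% = agonist challenge alone and 100% = reference antagonist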
Starred values were filed as active, the others as inactive; . = no result given.

OX1R antag-1 | STK33 kinase inh | OX1R antag-2 | SMILES
-17 | 2.3 | 42 | Cn1c2ccccc2c2c(C(=O)N3CCN(c4ccccc4)CC3)cn(C3CCCC3)c(=O)c21
3 | -0.6 | -2 | Cc1ccc(NC(=O)N2CCCC2C(=O)Nc2ccc(-n3cnnn3)c(C)c2)cc1 (stereo not given)
-11 | -2.4 | 15 | Cc1ccc2[nH]c(=O)c(CN(Cc3cccs3)S(=O)(=O)c3ccc4c(c3)OCCO4)cc2c1
-34 | -1.9 | 18 | CC1CC(C)CN(S(=O)(=O)c2ccc3c(c2)CC(C)N3C(=O)C2CC2)C1 (stereo not given)
-18 | -1.6 | 24 | O=S(=O)(NCCSCc1ccc(Cl)cc1Cl)c1ccc2c(c1)OCCO2
-18 | -1.0 | 10 | CCC(Oc1ccccc1)C(=O)Nc1nnc(S(=O)(=O)Nc2ccccc2)s1 (stereo not given)
-15 | . | 11 | CCCCC[C@@H]1C=C(C(=O)O)[C@H](c2ccc(C#N)cc2)N1S(=O)(=O)c1ccc(C)cc1
-8 | -1.2 | 7 | CCCOc1ccc(C(=O)NNC(=S)NC(=O)c2ccccc2[N+](=O)[O-])cc1
4 | -0.6 | 0 | CC(=O)C1=C(C)NC(=O)CC1c1ccccc1Cl (stereo not given)
1 | -0.5 | 0 | CCC(=O)c1ccccc1OCCCN1C(=O)NC(C)(C)C1=O
-17 | 0.0 | 4 | C=CCn1c(SCC(=O)N(C)c2c(N)n(Cc3ccccc3)c(=O)[nH]c2=O)nnc1-c1ccccc1OC
-19 | 0.9 | 15 | NC(=O)Nc1ccc(C(=O)OCC(=O)NC2CCCCC2)cc1
5 | -1.4 | 26 | O=C(/C=C/c1ccc(F)cc1)NC(=S)NNC(=O)c1cccnc1
-19 | -2.4 | 23 | O=C(CSc1nnc(-c2cccs2)n1-c1ccccc1)NCc1ccco1
-29 | -1.4 | 19 | COc1ccc(CN(Cc2cccn2C)S(=O)(=O)c2ccc(F)cc2)cc1
-21 | -2.5 | 7 | CC1=C(C(=O)Nc2ccc(C(=O)NCCCN3CCCCC3)cc2)SCCO1
-12 | -2.1 | 4 | Cc1ccccc1CN1CCN(CC(=O)NCc2ccco2)C1=O
2 | -0.8 | 1 | CN(CC1COc2ccccc2O1)C(=O)CSc1nncs1 (stereo not given)
-4 | -0.9 | 24 | Clc1ccc(Sc2cc(Cl)c(-c3ccccc3)nn2)cc1
-5 | -0.7 | 24 | CC(Oc1cc2oc(=O)cc(-c3ccccc3)c2cc1Cl)C(=O)NCC1CCC(C(=O)O)CC1 (stereo not given)
-7 | 0.1 | 5 | COc1cccc(NC(=O)Nc2nnc(CC(=O)NCc3ccccc3)s2)c1
6 | -2.1 | 17 | Cc1ncc(CSc2nnnn2-c2ccccc2)c(N)n1
-1 | -1.9 | 8 | O=C(CCCCCn1c(=S)[nH]c2ccc(N3CCOCC3)cc2c1=O)NCCc1ccccc1
-3 | -1.6 | 16 | COc1cc(-n2ccnc2SC)c(Cl)cc1Cl

Ordered by length of the SMILES (highest first): some entries from above.
OX1R antag-1 | STK33 kinase inh | OX1R antag-2 | SMILES
-5 | -0.7 | 24 | CC(Oc1cc2oc(=O)cc(-c3ccccc3)c2cc1Cl)C(=O)NCC1CCC(C(=O)O)CC1 (stereo not given)
-1 | -1.9 | 8 | O=C(CCCCCn1c(=S)[nH]c2ccc(N3CCOCC3)cc2c1=O)NCCc1ccccc1
-21 | -2.5 | 7 | CC1=C(C(=O)Nc2ccc(C(=O)NCCCN3CCCCC3)cc2)SCCO1
-7 | 0.1 | 5 | COc1cccc(NC(=O)Nc2nnc(CC(=O)NCc3ccccc3)s2)c1
5 | -1.4 | 26 | O=C(/C=C/c1ccc(F)cc1)NC(=S)NNC(=O)c1cccnc1
6 | -2.1 | 17 | Cc1ncc(CSc2nnnn2-c2ccccc2)c(N)n1

Next results follow.
OX1R antag-1 | STK33 kinase inh | OX1R antag-2 | SMILES
-40 | -1.6 | 16 | Cc1cc(NCCCN2CCOCC2)n2nc(C)c(-c3ccccc3)c2n1
-1 | -1.5 | 2 | O=C(O)/C=C/C(=O)NCCC(c1ccccc1)c1ccccc1
-6 | -0.9 | 12 | COc1cc(/C=C2/C(=O)NN(c3cccc(Cl)c3)C2=O)cc(OC)c1O
-8 | 1.0 | 15 | COc1ccc(C(=O)N2CCC(O)(c3ccc(F)cc3)CC2)cc1OC
-12 | -0.6 | 19 | COC(=O)c1ccccc1NC(=O)NCC1CCCO1 (stereo not given)
-12 | 1.3 | 17 | CC(C)(C)OC(=O)N/N=C/c1ccc(N2CCOCC2)s1
-35 | -0.5 | 13 | CCC(=O)Nc1ccccc1N1CCN(c2ccc(F)cc2)CC1
-3 | 0.7 | 11 | CC(OC(=O)C1CCN(S(=O)(=O)c2ccc3c(c2)OCCO3)CC1)C(=O)N(C)c1ccccc1 (stereo not given)
-19 | 0.2 | 8 | Cc1cccc(NC(=O)c2nc[nH]c2C(=O)N2CCc3ccccc3C2)c1
-13 | 0.5 | 11 | O=C(c1ccccc1)N1CCCCC(S(=O)(=O)c2ccccc2)C1=O (stereo not given)
9 | -1.6 | 1 | CCNC(=O)c1cccc(NC(=O)C2CC(=O)N(CCc3ccccc3)C2)c1 (stereo not given)
-23 | -1.5 | -3 | CCOC(=O)[C@H]1[C@H]2COc3ccc(OC)cc3[C@@H]2N2C(=O)CN(Cc3ccccc3)C(=O)[C@@]12C

Record cards, as listed above. Order of screens: OX1R antag-1, STK33 kinase inh, OX1R antag-2
Listed for CCOC(=O)[C@H]1[C@H]2COc3ccc(OC)cc3[C@@H]2N2C(=O)CN(Cc3ccccc3)C(=O)[C@@]12C : -23, -1.5, -3
Listed for O=C(c1ccccc1)N1CCCCC(S(=O)(=O)c2ccccc2)C1=O (stereo not given) : -13, 0.5, 11
Listed for CC(C)(C)OC(=O)N/N=C/c1ccc(N2CCOCC2)s1 : -12, 1.3, 17
Listed for COc1cc(/C=C2/C(=O)NN(c3cccc(Cl)c3)C2=O)cc(OC)c1O : -6, -0.9, 12
Listed for Cc1cccc(NC(=O)c2nc[nH]c2C(=O)N2CCc3ccccc3C2)c1 : -19, 0.2, 8

The listing continues:
OX1R antag-1 | STK33 kinase inh | OX1R antag-2 | SMILES
3 | 2.3 | -1 | C/C(=N\NC(=O)c1nn(C)cc1Br)c1ccc(NC(=O)c2ccncc2)cc1
13 | -0.2 | 12 | O=C(NCc1ccccc1)N[C@@H](Cc1c[nH]c2ccccc12)C(=O)O
-6 | 0.5 | 4 | O=C(/C=C/c1ccc2c(c1)OCO2)Nc1nc2ccccc2s1
-15 | -1.6 | 26 | COc1ccccc1NC(=O)c1ccc(NC(=O)COC(=O)C2(C)CC2(Cl)Cl)cc1 (stereo not given)
-8 | -0.1 | 5 | CC1=C(C(N)=O)C(c2ccc(Cl)c(Cl)c2)n2ncnc2N1 (stereo not given)
-6 | 1.4 | 5 | O=C1C2C3C=CC(C3)C2C(=O)N1c1ccc2c(c1)OCO2 (stereo not given)
-15 | -0.7 | 16 | O=C1CC[C@@H](C(=O)O)N1
-31 | -0.8 | 27 | C[C@@H](C(=O)Nc1ccc2ccccc2c1)[C@H]1C[C@]1(C)[C@H](NS(=O)(=O)c1ccc(-c2ccccc2)cc1)c1ccccc1
-8 | -0.6 | -5 | CCN1C(=O)N[C@@H](c2ccccc2)[C@@H](C(=O)OC)[C@H]1C
-18 | 1.1 | 18 | Cc1ccc(NC(=O)CSCC(=O)Nc2ccc(S(=O)(=O)N3CCCC3)cc2)cc1
-18 | -0.3 | 9 | Cc1cccc(N(C)C(=O)c2cc(S(=O)(=O)N3CCCCC3)c[nH]2)c1
-16 | -0.7 | 13 | CCCCOc1nc(N2CCOCC2)nc(C)c1[N+](=O)[O-]

A second format for part of the listing above:
C[C@@H](C(=O)Nc1ccc2ccccc2c1)[C@H]1C[C@]1(C)[C@H](NS(=O)(=O)c1ccc(-c2ccccc2)cc1)c1ccccc1
  OX1R antag-1: -31
  STK33 kinase inh: -0.8
  OX1R antag-2: 27

CCN1C(=O)N[C@@H](c2ccccc2)[C@@H](C(=O)OC)[C@H]1C
  OX1R antag-1: -8
  STK33 kinase inh: -0.6
  OX1R antag-2: -5

Cc1ccc(NC(=O)CSCC(=O)Nc2ccc(S(=O)(=O)N3CCCC3)cc2)cc1
  OX1R antag-1: -18
  STK33 kinase inh: 1.1
  OX1R antag-2: 18

More compounds:
OX1R antag-1 | STK33 kinase inh | OX1R antag-2 | SMILES
-13 | -1.8 | 10 | COc1ccccc1NC(=O)CCS(=O)(=O)c1cc2c(cc1Cl)NC(=O)CO2
-56 | 3.4 | 8 | CCOCCn1c(CN(Cc2ccccc2)Cc2ccccc2)nc2c1c(=O)[nH]c(=O)n2C
-5 | 1.2 | 19 | COc1ccc(Cc2nc3ccc(C(=O)N(C)C(C)c4nccs4)cc3o2)cc1 (stereo not given)
-2 | -11 | 6 | CCOc1ccc(C(=O)OCCN(C)C)cc1
-17 | -1.6 | 24 | Clc1ccc(OCc2cn3ccccc3n2)c2ncccc12
-43 | -4.8 | 8 | CCn1c(SCC(=O)Nc2cc(C(C)(C)C)nn2-c2ccccc2)nnc1-c1cccs1
-17 | -2.4 | 14 | C=CCSc1nnc(C)c(/C=C/Nc2ccc(Cl)cc2)n1
-27 | 0.2 | 14 | Cc1nc2ccccc2n1CC(O)Cn1c(C(F)(F)F)nc2ccccc21 (stereo not given)
-10 | 0.4 | 50 | O=C(OCC(=O)N1CCOCC1)c1ccc(N2CCOCC2)c([N+](=O)[O-])c1
-10 | 1.6 | 1 | N#Cc1ccc(-c2nc3ccccc3c(=O)n2O)cc1
-5 | -0.3 | 15 | Cc1ccccc1/C=N/NC(=O)c1cccnc1
6 | -2.3 | 34 | Cc1cccc(NC(=S)N(Cc2ccc(Br)cc2)Cc2ccc(C(=O)O)cc2)c1
4 | 0.3 | 13 | CCNc1nc(NC(C)C)nc(Oc2ccc(/C=N/O)cc2)n1
-27 | 2.0 | 17 | O=C(NN=C1CCCCCC1)c1cn(-c2ccccc2)nc1-c1ccccc1
-9 | 1.9 | 1 | CS(=O)(=O)c1ccc2nc(NC(=O)C3=NN(c4ccccc4)C(=O)CC3)sc2c1
-23 | 1.8 | 13 | CC(=O)N1CCc2cc(S(=O)(=O)N3CCc4ccccc4C3)ccc21
-24 | -0.7 | 24 | Cc1oc(-c2ccc(Cl)cc2)nc1CS(=O)CC(=O)NCCN1CCCCCC1 (stereo not given)
-13 | 1.1 | 7 | COc1ccc(NC(=O)Nc2cccc3c2O[C@H](CN(C)C(=O)NC(C)C)[C@@H](C)CN([C@H](C)CO)C3=O)cc1
-29 | -0.8 | 4 | COc1ccc(-n2cnnc2SCC(=O)Nc2cccc(S(=O)(=O)N3CCCCC3)c2)cc1
-11 | -2.8 | 10 | COc1ccc(OC)c(-n2c(-c3ccn[nH]3)n[nH]c2=S)c1
12 | -1.2 | 0 | CCCS(=O)(=O)N1CCC(C(=O)N2CCN(Cc3ccccc3)CC2)CC1
-6 | -0.2 | 11 | COc1ccc2c(C)cc(SC3CCOC3=O)nc2c1 (stereo not given)
-7 | -0.7 | 4 | CCOC(=O)/C(=C\Nc1ccccc1C(F)(F)F)Sc1ncc(C(F)(F)F)cc1Cl
-9 | 0.4 | 9 | Cc1cccc2c1cnn2C(=O)CCC(=O)NC1CCCCC1
-4 | 4.1 | 16 | Clc1ccccc1OCc1nn2c(-c3ccncc3)nnc2s1
14 | 0.2 | -1 | CC(C)(C)c1ccc(C(=O)Oc2ccc3c(c2)OCC3=O)cc1
-2 | 2.3 | 28 | COc1ccc(OC)c(NC(=O)c2ccccc2NC(=O)c2ccco2)c1
-21 | 1.2 | 8 | CCN1CCN(CCCNC(=O)c2ccc3c(c2)NC(=O)c2ccccc2S3)CC1
-28 | 0.0 | 41 | Cc1cccc(C)c1NC(=O)CCS(=O)(=O)c1cccc2nonc12
-17 | -1.3 | 6 | CSCCC(C(=O)Nc1ccc2c(c1)OCO2)N1C(=O)c2ccccc2C1=O (stereo not given)
-10 | -0.4 | 7 | O=C(NN1C(=O)C2CC=C(Cl)CC2C1=O)c1ccncc1 (stereo not given)
3 | -0.7 | 2 | Cc1cc(NC(=O)c2cc(CC(C)C)on2)no1
6 | 0.3 | 8 | COC(Cn1c(-c2cccc(S(=O)(=O)N(C)C)c2)n[nH]c1=S)OC
-4 | -0.2 | 11 | O=C(CO/N=C/c1ccccc1OC(F)F)NCc1ccco1
-29 | -1.7 | 15 | C/C(N)=C(/C#N)C(=O)COC(=O)C1Cc2ccccc2CN1S(C)(=O)=O (stereo not given)
-18 | 1.8 | 28 | CCOc1ccc(NC(=S)C(C#N)=C2N(C)c3ccccc3N2C)cc1
-22 | -1.9 | 12 | O=C1C=C(NCCN2CCOCC2)CC(c2ccccc2)C1 (stereo not given)
-27 | -1.1 | 16 | CCOC(=O)C1CCCN(Cc2cn(C)nc2-c2ccc3c(c2)OCCO3)C1 (stereo not given)
